# Compound activity: PubChem, several laboratories
# ABCB6 inh MLPCN – ABCB6 transporter inhibitors, primary screen, K562-ABCB6 cells, flow cytometry, MLPCN library; ATP-binding cassette sub-family B member 6 (Homo sapiens), Q9NP58; AID 602162, 2011; K562-ABCB6 porphyrin accumulation, 1 h; stronger effect = lower value; fluorescence ratio to DMSO, % at 10 µM; actives 0.19% (n = 360,000);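 active means fluorescence ratio to DMSO below 75%, the collection mean minus 3 SD; inconclusive means too few cells collected in the well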;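 further: signal is porphyrin accumulated inside mitochondria; 100% equals median channel fluorescence of DMSO control wells; lower ratio means ABCB6 inhibition with less porphyrin fluorescence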
# Exocytosis inh – LAMP-1 surface exposure blockers, TALL-104 cells – cell-based, flow cytometry, MLPCN library, primary screen | inhibition, % at 10 µM | actives 0.66% (n = 360,000) | AID 651702, 2012 | TALL-104 LAMP-1 surface exposure; cells stimulated with thapsigargin and PMA;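 active means inhibition above about 55%, limit read from the data; inconclusive means no clear call, values can overlap the other calls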
# Glyco luc inh – increase of ERlucT glycosylation luciferase signal, primary screen, N-linked glycosylation inhibitor project, D54 ERlucT cells, luminescence, set 2 | reporter increase, % at 12.5 µM | D54 ERlucT glycosylation luciferase reporter, 24 h; percent of 100 nM tunicamycin response | AID 588692, 2011 | actives 0.23% (n = 360,000);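 active means mean luciferase reporter signal, scaled so untreated is 0 and the glycosylation-blocking control 100, at or above a set limit in every replicate; inconclusive means mean reaches the limit but not every replicate does; inactive means mean below the limit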;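 further: luciferase carries N-glycosylation sites so blocking glycosylation raises the light; 0% = median of neutral control wells and 100% = median of 100 nM tunicamycin wells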
# MC4R antag cAMP – MC4R antagonists of cAMP signaling, primary screen, cell-based, TR-FRET, antagonist arm of biased-ligand search | AID 540295, 2011 | inhibition, % at 6.5 µM | MC4R-expressing cells, MTII-stimulated cAMP, LANCE TR-FRET | Melanocortin receptor 4 (Homo sapiens), P32245 | actives 0.48% (n = 360,000);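 active means inhibition above its plate's cutoff, the mean of tested wells on that plate plus 3 SD, cut at about 29% in these data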;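 further: 0% = Melanotan II alone and 100% = Melanotan II plus saturating MCL0020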
# Target sequence (P32245 whole entry, looked up): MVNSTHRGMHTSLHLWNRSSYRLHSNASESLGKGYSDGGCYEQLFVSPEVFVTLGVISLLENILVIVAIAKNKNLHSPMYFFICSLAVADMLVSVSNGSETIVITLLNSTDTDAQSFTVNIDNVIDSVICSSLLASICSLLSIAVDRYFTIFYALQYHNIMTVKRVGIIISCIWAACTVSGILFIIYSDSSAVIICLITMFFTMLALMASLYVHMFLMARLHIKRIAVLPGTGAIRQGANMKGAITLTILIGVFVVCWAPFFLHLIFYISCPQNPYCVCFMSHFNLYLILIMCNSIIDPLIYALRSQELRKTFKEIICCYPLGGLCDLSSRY
#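 Assay system: U2OS cells stably expressing human melanocortin 4 receptor (MC4R) / Dosing: 6.5 µM / Timing: compound 30 min, challenge 1 h, detection 1 h / Measured by: Eu-cAMP/anti-cAMP TR-FRET, emission 671 nm / Replicates: singlicate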
# MC4R barr agon – MC4R agonists recruiting beta-arrestin, primary screen, cell-based, luminescence, agonist arm of biased-ligand search; activation, % at 8.9 µM; U2OS MC4R beta-arrestin complementation; percent of melanotan II response, DMSO zero; Melanocortin receptor 4 (Homo sapiens), P32245; actives 0.98% (n = 360,000);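 active means activation above a per-plate cutoff, the mean activation of sample wells on that plate plus 3 SD, cut at about 8% in these data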
# aDG glyco act – activators of alpha-DG glycosylation, primary screen, uHTS, Pro5-aDG cells, AlphaScreen; activation, % at 10 µM; alpha-DG glycosylation AlphaScreen (IIH6); 0% Pro5, 100% B10-LARGE cell signal; actives 0.22% (n = 360,000); AID 624168, 2012;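 active means activation of at least 8% versus controls, or a plate z-score of at least 8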;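 further: Pro5 are CHO cells carrying HIG-tagged alpha-DG that lacks glycosylation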
# NOD2 RIPK2 PPI – NOD2-RIPK2 binding disruptors in cells, primary screen, fluorescence, CHO cells, BLA complementation | CCF4 ratio | actives 0.38% (n = 360,000) | Receptor-interacting serine/threonine-protein kinase 2 (Homo sapiens), O43353 | inhibition, % at 4.98 µM; in the data active means inhibition above about 21%;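 further: 0% = vehicle only and 100% = reference blocker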
# Target sequence (O43353 whole entry, looked up): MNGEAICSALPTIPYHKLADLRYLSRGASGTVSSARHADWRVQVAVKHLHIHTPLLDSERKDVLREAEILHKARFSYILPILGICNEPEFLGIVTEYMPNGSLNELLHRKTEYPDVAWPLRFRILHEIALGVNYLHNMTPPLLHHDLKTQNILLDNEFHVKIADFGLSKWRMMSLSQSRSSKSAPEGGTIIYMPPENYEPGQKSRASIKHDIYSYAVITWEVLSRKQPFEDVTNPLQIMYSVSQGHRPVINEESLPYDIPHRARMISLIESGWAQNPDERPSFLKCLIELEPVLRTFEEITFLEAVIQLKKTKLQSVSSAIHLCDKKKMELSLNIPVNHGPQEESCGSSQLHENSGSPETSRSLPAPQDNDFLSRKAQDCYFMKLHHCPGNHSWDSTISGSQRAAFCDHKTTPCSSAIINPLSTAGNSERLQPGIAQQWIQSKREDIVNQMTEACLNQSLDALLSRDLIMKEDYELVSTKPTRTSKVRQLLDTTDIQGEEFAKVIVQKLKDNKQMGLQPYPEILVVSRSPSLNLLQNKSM
# Vif imaging – HIV Vif self-association inhibitors, primary screen, imaging, HEK293T, single point; HEK293T cells, Vif self-association by quenched fluorescence, 24 h; actives 0.35% (n = 340,000); AID 602346, 2012; inhibition, % at 7.49 µM; in the data active means inhibition above about 50%, passing the limit was not always enough; inconclusive means no clear call, values can overlap the other calls; inactive means below about 31%; further: some results filed as inactive read as strong as hits
# TLR9-MyD88 block – inhibitors of TLR9-MyD88 association in cells, primary screen, cell-based, CHO, BLA complementation, fluorescence. Toll-like receptor 9 (Homo sapiens) + Myeloid differentiation primary response protein …. CCF4 FRET ratio. inhibition, % at 4.98 µM. actives 0.21% (n = 340,000). AID 504734, 2011;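 active means inhibition above the mean over all tested compounds plus 3 SD, cut at about 21% in these data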;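 further: 0% = DMSO only wells and 100% = clavulanate BLA inhibitor control wells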
# ABHD5 PLIN5 PPI – ABHD5-PLIN5 interaction inhibitors, primary screen, cell lysate, split luciferase complementation, luminescence; Perilipin-5 (Homo sapiens) + 1-acylglycerol-3-phosphate O-acyltransferase ABHD5 (Homo …; actives 0.78% (n = 360,000); inhibition, % at 4 µM; Split G. princeps luciferase complementation, 4 h;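 active means inhibition above the mean inhibition across every tested compound plus 3 SD, cut at about 22% in these data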;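 further: 0% = DMSO only wells and the 100% control is not disclosed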
# An asterisk follows results filed as active; ? = inconclusive; · = no result given. Some of the compounds tested. The share of hits here may be higher or lower than overall.
# Every second line gives: TLR9-MyD88 block, Exocytosis inh, ABCB6 inh MLPCN, Glyco luc inh, NOD2 RIPK2 PPI, ABHD5 PLIN5 PPI, aDG glyco act, Vif imaging, MC4R antag cAMP, MC4R barr agon
Cc1cc(C(=O)NCc2ccc(F)cc2)c2ccccc2n1
  -2, -9, 99, -1, -8, -4, 0.1, 21, 8, 1.1
CCOC(=O)C1=C(COC(=O)Cc2ccccc2F)NC(=O)NC1C (configuration not stated)
  -13, 1, 103, 1, 4, 3, -0.1, 3, 0, -1.6
CC1CCCCC1NC(=O)COC(=O)Cc1ccc(Cl)cc1 (configuration not stated)
  4, -6, 90, 2, -7, -4, -0.1, -1, 4, -1.2
CCc1ccc(NC(=O)c2cc(S(=O)(=O)N3CCCC3)c[nH]2)cc1
  7, -1, 95, -1, -6, -2, 0.3, 1, 2, 0.4
NC(=O)CC(NC(=O)Cc1cccc2ccccc12)c1ccc(N2CCC(N3CCCCC3)CC2)c([N+](=O)[O-])c1 (configuration not stated)
  -2, 2, 86, 2, 3, -5, 0.4, -4, 12, -0.3
O=[N+]([O-])c1cc(-c2nnc(-c3ccccc3)o2)ccc1Oc1ccc(Cl)cc1
  -11, -3, 95, 1, -4, 5, -0.3, 1, -2, -0.7
Cc1cccc(N2CCN(C(=O)c3cc(S(=O)(=O)N4CCOCC4)cn3C)CC2)c1C
  -7, -2, 95, 3, -10, 7, 0.2, ·, 12, 0.9
COC(=O)C[C@@H]1CC[C@@H](NC(=O)Nc2cc(F)ccc2F)[C@@H](CO)O1
  ·, -7, ·, ·, 3, -6, 0.2, ·, ·, ·
COc1ccc(C2=NOC(Cn3nc(-c4ccccc4)cc3C(=O)NCc3cccs3)C2)cc1 (configuration not stated)
  -2, 1, 95, -2, 0, -8, -0.3, 4, 10, 1.3
COc1ccccc1NC(=O)N(C)C[C@@H]1OCc2cnnn2CCCC(=O)N([C@@H](C)CO)C[C@H]1C
  -2, -2, 99, 3, -14, -12, 0.1, -4, 9, 0.0
O=C(NCCc1nc2ccccc2[nH]1)Nc1ccccc1
  -8, 1, 100, 0, -2, 5, 0.0, -3, -4, -2.3
COc1ccc(NC(=O)Cn2nnc(C(=O)NCCc3ccc(OC)c(OC)c3)c2N)cc1
  -7, 2, 98, -1, -5, 0, 0.1, 16, 15, -0.4
NC(=O)CC(NC(=O)Cc1ccc(Br)cc1)c1ccc(NC2CCC2)c([N+](=O)[O-])c1 (configuration not stated)
  5, 5, 94, 39*, 2, 7, -0.1, 7, 4, -1.9
CC(NC(=O)C12CC3CC(CC(C3)C1)C2)C(=O)N/N=C/C1=C(N2CCOCC2)C(=C\c2ccccc2)/CC1 (configuration not stated)
  16, -5, 102, -7, 5, 14, 3.1, -10, 28, -0.5
CCN(CC(=O)Nc1c(F)cccc1F)C(=O)CC1CCCC1
  0, 25, 92, 1, -7, -12, 0.0, ?, -6, -1.6
COc1ccc(NC(=S)NCCC2=CCCCC2)cc1OC
  1, -7, 95, 0, -7, -4, 0.1, 0, 14, -2.7
COCCN(CC(=O)Nc1cccc(S(=O)(=O)N2CCCC2)c1)Cc1nc2ccccc2c(=O)[nH]1
  6, -8, 101, 2, 3, -2, -0.1, -1, 1, -1.1
COCCCn1c(C(=O)N2CCOCC2)cc2c(=O)n3cccc(C)c3nc21
  -1, -2, 92, 1, -8, -1, 0.1, 4, 2, -1.3
CSc1nnc2c3ccccc3n(Cc3ccccc3)c2n1
  12, -1, 100, 1, -1, -6, 0.1, 7, -3, -0.8
CC(C)Oc1ccc(C(=O)N/N=C/c2ccc(-c3ccc(S(=O)(=O)Nc4ncccn4)cc3)o2)cc1
  5, 0, 103, 0, -4, 5, 0.0, 2, -2, -1.7
Cc1ccc2c(c1)C(=O)C(=O)N2Cc1ccc(C(F)(F)F)cc1
  0, 13, 109, 9, 14, 42*, -0.1, -3, -13, -1.0
COc1ccc(-n2c(CNC(=O)c3cccs3)n[nH]c2=S)cc1
  -4, -1, 99, 0, -4, -7, -0.4, 17, 2, -2.0
CC(=O)c1c(C)[nH]c(C(=O)Nc2c(C)n(C)n(-c3ccccc3)c2=O)c1C
  2, 2, 95, 2, -1, 0, -0.1, 1, 1, 0.5
CCN(CCCNC(=O)C1CCN(S(=O)(=O)N2CCOCC2)CC1)c1cccc(C)c1
  0, -1, 120, 0, -2, -2, -0.1, -6, -1, -3.7
O=C(/C=C/c1ccc([N+](=O)[O-])cc1)NNC(=O)C1CC1
  -4, 0, 96, 2, -1, -1, 0.0, -5, 3, -2.2
O=C(NNC(=O)C1CC=CCC1C(=O)O)c1cccs1 (configuration not stated)
  13, 3, 100, -1, -7, -5, -0.2, 3, -1, -1.5
CCc1nnc(SCC(=O)N2CCCC(N3CCN(c4ccccc4C)CC3)C2)o1 (configuration not stated)
  3, 3, 92, 0, -6, 0, 0.5, 2, 7, -1.3
COc1cc([N+](=O)[O-])ccc1NC(=O)CC(C)C
  -5, -2, 92, 0, 12, 0, -0.2, 2, 7, -0.8
N#CCc1ccc(Oc2ccc([N+](=O)[O-])cn2)cc1
  -6, 14, 98, -2, 1, -3, 0.1, 12, 2, -3.0
CN(C)c1ccc(C=C2SC(=S)NC2=O)cc1
  2, -1, 154, -4, -1, -1, -0.3, ·, 14, 1.3
CCOC(=O)c1nn(-c2ccc(C)c(C)c2)cc1O
  -10, 0, 103, -7, -4, 1, 0.1, -3, 12, 3.0
COCCCn1nnnc1SCC(=O)N1c2ccccc2CC1C (configuration not stated)
  3, 0, 99, 2, -9, 1, 0.0, 5, 7, -0.1
CCOC(=O)c1ccc(-n2c(CN3CCN(CCO)CC3)nc3ccc([N+](=O)[O-])cc3c2=O)cc1
  8, -3, 88, 0, -5, -1, -0.1, -12, 2, -1.3
CCOC(=O)CNC(=S)n1ncnc1N
  1, 1, 96, 0, -3, -5, -0.9, 1, 11, -1.2
Cc1ccc(N2CC(C(=O)Nc3ccc(S(=O)(=O)Nc4nccc(C)n4)cc3)CC2=O)cc1 (configuration not stated)
  -17, -1, 102, 1, 7, 5, 0.1, 0, 0, -0.4
CC(=O)Nc1ccc(NC(=O)c2ccc(N(Cc3ccccc3C)S(C)(=O)=O)cc2)cc1
  -8, 0, 100, 0, -10, 2, 0.0, 11, 15, 0.0
O=C1NCC(=O)N2CCC[C@@H]12
  0, 0, 101, -2, -11, -1, 0.2, 12, 6, -0.3
Cc1c(Cl)c(C(F)F)nn1CC(=O)NC1C(=O)N2C(C(=O)O)=C(CSc3nnnn3C)CSC12 (configuration not stated)
  -1, 1, 102, 0, 8, 12, -0.3, 5, 11, -3.5
CCOc1ccc(-c2ccc(SCC(=O)NCC3CCCO3)nn2)cc1 (configuration not stated)
  9, -2, 86, -3, -4, 4, 0.0, -2, 8, -1.5
Cc1cc(C(=O)NNC(=O)NC(C)C)no1
  2, 7, 97, 1, -9, 0, 0.0, 9, 4, 1.9
O=C(c1cc(COc2cccc3cnccc23)on1)N1CCCC(CCCO)C1 (configuration not stated)
  -5, -1, 90, -4, -7, 12, 1.5, -12, 14, 1.5
COC(=O)c1cc(O)cc(OC)c1C(=O)c1c(O)cc(C)cc1O
  0, -5, 99, -3, -7, -2, 0.0, 0, 4, -1.6
N#Cc1ccccc1OCCCN1CCC(C(O)(c2ccccc2)c2ccccc2)CC1
  ·, 32, 95, ·, 9, 13, 0.6, ·, ·, ·
CCn1nc(C(=O)NNC(=O)CCOc2cc(C)ccc2C)c2ccccc2c1=O
  7, -2, 100, 3, -4, 1, -0.1, ·, 3, -1.6
O=C1OCC(CO)(CO)N=C1NNc1ccc(Cl)c(Cl)c1
  2, -2, 110, 3, -10, -6, 0.2, -2, 6, 0.4
CCOC(=O)C1=C(c2ccccc2)NC(SCC(=O)Nc2cccc(C)c2)=C(C#N)C1c1ccco1 (configuration not stated)
  11, 4, 111, -5, -4, 3, 0.1, -8, 10, 6.0
CC(C)(C)Nc1nc(Nc2ccc([N+](=O)[O-])cc2)nc(NC(C)(C)C)n1
  5, 6, 100, -2, 1, -3, 0.0, -4, 11, -2.2
CCC(C)(C)n1nnnc1C(c1ccc(OC)c(OC)c1)N1CCN(c2ccc(OC)cc2)CC1 (configuration not stated)
  6, -6, 98, 1, -1, -3, -0.2, 7, 16, 0.3
COC(=O)/C(=C\Nc1ccccc1)NC(=O)c1ccc(Cl)cc1Cl
  2, 10, 98, 2, 4, -2, 0.1, -2, -3, 1.4
COc1ccc(OC)c(C(=O)NC(CC(N)=O)c2ccc(NCC3CC3)c([N+](=O)[O-])c2)c1 (configuration not stated)
  -5, -7, 104, 1, 5, 5, -0.1, 2, 7, -2.0
COC(=O)[C@@]1(C)[C@H]2C(=O)N(Cc3ccccc3)C(=O)[C@H]2[C@H]2CN=C(SCc3ccc(C)cc3)N21
  -1, 2, 99, 1, -17, 5, 0.2, -2, 3, 1.2
Cc1ccc(OCC(=O)Nc2ccc(S(=O)(=O)Nc3cc(C)nc(C)n3)cc2)cc1
  -1, -2, 99, 0, -1, -1, -0.3, 0, 9, -0.8
FC(F)(F)c1cccc(NCc2n[nH]c(=S)n2C2CCCCC2)c1
  2, 0, 96, -2, -4, -14, 0.4, ·, 2, 4.6
Cc1ccc2c(c1)N(CCC(=O)NCCCN1CCCC1)C(=O)C(C)O2 (configuration not stated)
  5, -4, 169, 0, -6, 8, 0.1, -2, 1, 0.3
O=C1C2C3C=CC(O3)C2C(=O)N1N=C1CCCCC1 (configuration not stated)
  9, 8, 99, 1, -6, 10, 0.0, 6, 10, -1.0
COc1ccc(C(=O)N2CCc3cc(OC)c(OC)cc3C2c2ccc(OC)c(OC)c2)cc1OC (configuration not stated)
  -13, -1, 114, 3, -10, 0, 0.2, 6, 10, -1.0
CCCCNC(=O)c1cc(S(=O)(=O)N2CCCCC2)oc1C
  0, -2, 96, -1, -4, -4, 0.3, -2, 5, -1.6
CCO[C@@H]1OC(C(=O)O)=C[C@H](C)[C@H]1CCCO
  5, 4, 105, 4, -3, -1, 0.1, 10, 3, -2.1
Cn1c(=O)[nH]c(=O)c2c1nc(N1CCCC1)n2CCO
  9, -6, 135, 2, 1, 5, -0.1, -2, 11, 1.6
